From PubChem
Nrf2 inh – Nrf2 qHTS screen for inhibitors. A549 ARE-Fluc reporter, luciferase luminescence, 18-24 h. Potency, µM (highest dose often 46 µM), inactives show top-dose activity change, negative = inhibition, actives largely listed as inhibitors. actives 2.1% (n = 360,000). AID 504444, 2011; further: potency means the concentration at half of the fitted maximal effect; on the % scale 0 is the no-effect control and ±100 the full control effect; nearly all actives have a fitted effect of over 60% in size
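Concentration-response testing used A549 ARE_Fluc cells at 5000 cells/well. Following an 18-24 h compound incubation, viability was read by fluorescence (Ex 405/Em 525) and luciferase output by luminescence.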
EPAC2 ag – qHTS for Agonist of cAMP-regulated guanine nucleotide exchange factor 4 (EPAC2): primary screen | Rap guanine nucleotide exchange factor 4 (Homo sapiens), Q8WZA2 | EPAC2 activation, biochemical qHTS; response scale: 100% = 6.5 mM cAMP response | Potency, µM (highest dose often 154 µM), for inactives: at the top dose activation, usual class: activators | actives 0.079% (n = 360,000) | AID 720711, 2013; further: potency means the concentration at half of the fitted maximal effect; nearly all actives have a fitted effect of over 50% in size
Target sequence (Q8WZA2 whole entry, looked up): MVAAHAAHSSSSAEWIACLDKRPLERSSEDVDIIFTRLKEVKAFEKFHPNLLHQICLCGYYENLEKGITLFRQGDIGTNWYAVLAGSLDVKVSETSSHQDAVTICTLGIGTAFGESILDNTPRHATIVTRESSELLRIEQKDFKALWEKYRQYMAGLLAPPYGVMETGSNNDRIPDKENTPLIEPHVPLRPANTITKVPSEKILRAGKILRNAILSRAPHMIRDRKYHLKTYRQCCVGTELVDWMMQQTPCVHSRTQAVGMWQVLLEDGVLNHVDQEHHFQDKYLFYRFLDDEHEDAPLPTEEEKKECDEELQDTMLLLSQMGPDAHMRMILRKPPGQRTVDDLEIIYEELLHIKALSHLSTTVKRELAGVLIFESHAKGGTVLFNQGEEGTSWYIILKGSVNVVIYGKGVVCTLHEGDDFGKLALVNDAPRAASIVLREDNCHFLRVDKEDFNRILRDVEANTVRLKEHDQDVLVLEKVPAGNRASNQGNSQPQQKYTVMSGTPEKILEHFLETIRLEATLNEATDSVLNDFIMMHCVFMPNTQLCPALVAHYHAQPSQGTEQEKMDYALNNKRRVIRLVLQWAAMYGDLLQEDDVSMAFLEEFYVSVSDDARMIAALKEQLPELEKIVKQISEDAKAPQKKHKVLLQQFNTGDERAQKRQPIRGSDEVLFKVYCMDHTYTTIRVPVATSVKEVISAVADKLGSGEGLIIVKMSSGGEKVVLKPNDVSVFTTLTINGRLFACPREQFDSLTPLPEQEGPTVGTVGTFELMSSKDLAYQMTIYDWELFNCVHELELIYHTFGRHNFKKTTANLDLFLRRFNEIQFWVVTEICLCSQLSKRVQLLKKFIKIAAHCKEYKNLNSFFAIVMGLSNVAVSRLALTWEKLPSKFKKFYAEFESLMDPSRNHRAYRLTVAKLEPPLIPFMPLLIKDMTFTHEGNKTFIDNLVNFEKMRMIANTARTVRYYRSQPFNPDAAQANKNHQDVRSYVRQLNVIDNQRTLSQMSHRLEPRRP
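Compounds were titrated in qHTS against a Rap1B-BODIPY-GDP (250 nM) complex with EPAC2 (100 nM) and GDP (50 uM). BODIPY-GDP release tracked at 480/540 nm over 30 min at room temperature, normalized to 6.5 mM cAMP.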
EPAC2 antag – qHTS for Antagonist of cAMP-regulated guanine nucleotide exchange factor 2 (EPAC2): primary screen | Rap guanine nucleotide exchange factor 4 (Homo sapiens), Q8WZA2 | EPAC2 GEF exchange of Rap1B-BODIPY-GDP, fluorescence | actives 0.18% (n = 360,000) | Potency, µM (titrated, usually from 114 µM), without a hit: at the highest dose activity, negative = inhibition, hits mostly inhibitors | AID 720708, 2013; further: potency means the concentration at half of the fitted maximal effect; on the % scale 0 is the no-effect control and ±100 the full control effect; nearly all actives have a fitted effect of over 45% in size; many of its hits are not listed in these tables
A549 viability – Nrf2 qHTS screen for inhibitors: counterscreen for cytotoxicity | actives 0.16% (n = 390,000) | AID 504648, 2011 | Potency, µM (series often up to 46 µM), for inactives: at the highest dose activity change, negative = cytotoxicity, most hits filed as inhibitors | A549 ARE-Fluc cells, CellTiter-Fluor viability, 18-24 h; further: potency means the concentration at half of the fitted maximal effect; on the % scale 0 is the no-effect control and ±100 the full control effect
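Cytotoxicity counterscreen: CellTiter-Fluor fluorescence was measured in A549 ARE_Fluc cells after 18-24 h of compound exposure in a concentration series. The subsequent BugLite luminescent read reports ARE-luciferase activity.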
Nrf2 activator – qHTS of Nrf2 Activators; AREc32 ARE-luciferase reporter (MCF7-derived line), luminescence, 24 h; Potency, µM (titrated, usually from 46.1 µM), inactives show at the top dose activation, most hits filed as activators; actives 0.31% (n = 410,000); AID 624171, 2012; further: potency means the concentration at half of the fitted maximal effect; % of control where 0% means no effect; nearly all actives have a fitted effect of over 65% in size
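Luciferase luminescence (Steady-Glo, 30 min at room temperature) served as the read-out of ARE activation in AREc32 cells treated with compounds for 24 hr at 37 deg C.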
Akt phos inh – HTS Assay for Inhibitors of Akt Phophorylation: Primary Screen. Neuro2A IGF-stimulated pAkt S473 HTRF, 20 min; stronger effect = lower value. activity change, % for hits at 50 µM. actives 0.32% (n = 360,000). AID 651550, 2012; in the data active means activity change below about -80%; inconclusive means mostly about -51% to -80%; further: on the % scale 0 is the no-effect control and ±100 the full control effect
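Neuro2A cells in DMEM with 0.5% FBS, overnight at 37 deg C, given compound at single 50 µM final, then IGF (6 nM final) for 20 min at 37 deg C. Lysed; phospho-Akt Ser473 by HTRF after 24 h, 665/615 ratio.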
CCT chaperon mod – High-Throughput Screening for Modulators of Cytosolic Chaperonin Activity. AID 651819, 2012. actives 0.3% (n = 360,000). purified chaperonin ATPase assay, HTRF ADP detection, 30 min. activity change, % (test concentration not listed), hits read low; in the data active means activity change below about -30%; further: on the % scale 0 is the no-effect control and ±100 the full control effect
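First, chaperonin was dispensed at 40 nM or 20 nM final depending on batch activity. Next, compounds were pinned at 76 uM and ATP added at 10 uM. After 30 min at 37 °C, ADP detection reagents ran 30 min at ambient temperature.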
MmCpn inh – Inhibitors of TCP-1 ring complex (TRiC) of Methanococcus maripaludis (MmCpn): qHTS. Chaperonin Mm-Cpn (Methanococcus maripaludis). actives 0.031% (n = 330,000). Potency, µM (highest dose often 76.9 µM), for the others: top-dose activity, negative = inhibition, hits mostly inhibitors. purified Mm-Cpn ATPase, ADP Transcreener TR-FRET. AID 504842, 2011; further: potency means the concentration at half of the fitted maximal effect; on the % scale 0 is the no-effect control and ±100 the full control effect; nearly all actives have a fitted effect of over 80% in size
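Inhibition of chaperonin ATP hydrolysis is measured as reduced ADP production, detected by competitive TR-FRET in which signal falls with ADP. Final enzyme 25 nM and ATP 10 uM, reacted 30 min at 37°C.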
TGFb SMAD3 inh – qHTS for Inhibitors of TGF-b; actives 1.2% (n = 410,000); Potency, µM (series often up to 46.1 µM), for the others: at the highest dose activity, negative = inhibition, usual class: inhibitors; HepG2 CAGA-GFP TGF-b/SMAD3 reporter, GFP fluorescence, 18 h; TGF-beta stimulated, 500 pg/mL final; further: potency means the concentration at half of the fitted maximal effect; on the % scale 0 is the no-effect control and ±100 the full control effect; nearly all actives have a fitted effect of over 65% in size
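Inhibition was scored as loss of TGF-beta-induced (500 pg/mL final, 18 hours, 37 degrees C) GFP in HEPG2 cells carrying a CAGA-GFP reporter, in DMEM with 1% FBS. Well GFP was summed per cell; Activity was normalised to unstimulated and stimulated DMSO wells, then concentration-response fitting.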
* marks the source's active call; other numbers are inactive results; i = inactive; u = inconclusive; x = not tested or not shown; [ ] = remark or other dose. Unless noted, the call rests on the fitted dose curve; in most records, active means well fitted curve in the direction sought with a large enough effect; inconclusive means small, poorly fitted or top-dose-only effect, or another doubt; inactive means no such curve, though single readings can be large; an effect the other way counts as inactive or inconclusive. Only part of the results is shown (hit frequency here may not be typical).

SMILES	Nrf2 inh	EPAC2 ag	EPAC2 antag	A549 viability	Nrf2 activator	Akt phos inh	CCT chaperon mod	MmCpn inh	TGFb SMAD3 inh
CCN(c1ccccc1)S(=O)(=O)c1nnc(NC(=O)c2ccccc2)s1	u	x	x	-5%	0.1%	x	x	x	-7%
Cc1ccc(C)c(N2CCN(C(=O)c3ccc4[nH]c(C)c(C)c4c3)CC2)c1	u	x	x	u	-1.1%	x	x	x	-24%
COc1ccc(CC(=O)N(Cc2ccccc2)c2ccc(C)cc2)cc1OC	u	2%	-19%	-5%	-0.3%	i	-0.7	2%	1%
COC(=O)CCCC(=O)Nc1ccc(Br)cc1	14%	11%	3%	-1%	0.0%	i	0.0	1%	0%
CC(C)=C1SC(N2CCN(c3ccc(C)cc3)CC2)=NC1=O	u	-11%	-2%	-6%	5.2%	i	-1.9	1%	0%
CC(C)OCC1CC(CC(=O)Nc2ccc([N+](=O)[O-])cc2)C(=O)O1 (stereo not given)	-5%	-1%	10%	3%	0.1%	i	0.5	0%	0%
O=C(O)Cn1c(CCS(=O)(=O)c2ccc(Br)cc2)nc2ccccc21	0%	6%	4%	3%	0.7%	i	-1.9	0%	-1%
Cc1ccc(-c2nn3c(C)nnc3s2)cc1NC(=O)COc1ccc(Cl)cc1	12%	7%	1%	0%	-1.3%	i	0.9	2%	-2%
CCOC(=O)C1CCN(C(=O)Cc2c(F)cccc2Cl)CC1	5%	15%	0%	1%	-0.1%	i	-0.6	-2%	-1%
NC(=O)COC(=O)c1c2c(nc3ccccc13)CCCCC2	-22%	15%	2%	0%	-1.7%	i	-1.1	2%	2%
COc1ccc(Oc2nc(-c3ccccn3)nc3ccccc23)cc1	-1%	1%	-5%	-6%	-0.6%	i	2.5	-4%	u
COc1ccc([N+](=O)[O-])cc1NC(=O)c1ccc(-n2nc(C)cc2C)cc1	-5%	-4%	-15%	5%	2.5%	i	-1.3	u	35%[activator]
Cc1cccc(OCCCn2c(CO)nc3ccccc32)c1	0%	-2%	-9%	2%	1.9%	i	-0.6	-1%	0%
Cc1[nH]c(=O)c(C#N)cc1-c1ccccc1	4%	-2%	0%	-11%	-0.3%	i	-0.7	0%	3%
Cc1ccc(S(=O)(=O)Nc2ccccc2C(=O)N2CCCCC2)cc1	-12%	7%	-5%	1%	-0.7%	i	-1.3	1%	-1%
CCc1nc(SCc2ccccn2)c2c(=O)n(C)c(=O)n(C)c2n1	20%	8%	-1%	1%	-0.4%	i	0.7	0%	18%
CCCCCOc1ccc(CSC2=NCCN2)cc1[N+](=O)[O-]	22%	11%	-1%[57.1 µM]	-4%	18%	i	-7.9	-1%	u
O=C(CC1NC(=O)NC1=O)Nc1cccc2ccccc12 (stereo not given)	x	6%	5%	-3%	-0.1%	i	-1.3	3%	21%
Cc1ccc2[nH]c(=O)c(CN(CCO)C(=O)NCc3ccccc3)cc2c1	9%	8%	1%	2%	0.1%	i	-1.7	-21%	2%
CCCCC(=O)NC(c1cccc([N+](=O)[O-])c1)c1c(OC(C)=O)ccc2ccccc12 (stereo not given)	u	9%	0%	-15%	1.0%	i	-3.3	0%	u
CC(=O)c1c(C)oc2ccc(N(C(C)=O)S(=O)(=O)c3cccc([N+](=O)[O-])c3)cc12	-26%	4%	0%[57.1 µM]	-8%	0.2%	i	0.9	0%	-4%
N#Cc1nc(COc2ccc(Br)cc2)oc1N1CCN(Cc2ccccc2)CC1	-13%	5%	-13%	-4%	4.4%	i	-3.8	1%	22%
CCCC(=O)N1CCC1(C)C(=O)Nc1ccc(OC(F)F)cc1 (stereo not given)	x	10%	12%	x	-1.0%	i	-1.5	x	18%
CCCOc1ccc(/C=N/NC(=O)c2ccc(Cn3cc([N+](=O)[O-])cn3)o2)cc1	-1%	-4%	5%	-3%	3.3%	i	-2.9	0%	9%
CC1CCCCN1C(=O)COC(=O)C1CCN(S(=O)(=O)c2ccc(Cl)c(C(F)(F)F)c2)CC1 (stereo not given)	9%	-5%	-2%	2%	0.6%	i	-2.4	1%	2%

(further entries)
SMILES	Nrf2 inh	EPAC2 ag	EPAC2 antag	A549 viability	Nrf2 activator	Akt phos inh	CCT chaperon mod	MmCpn inh	TGFb SMAD3 inh
CCCCNC(=O)CN(Cc1ccco1)S(=O)(=O)c1ccc(C(C)=O)cc1	-4%	7%	2%	1%	0.8%	i	0.3	-1%	1%
NC(=O)c1cc([N+](=O)[O-])ccc1N1CCCCC1	-11%	9%	10%	u	-0.7%	i	-2.6	2%	0%
COC(=O)c1sc2ccccc2c1NC(=O)c1ccc(S(=O)(=O)N2CCCCC2)cc1	6%	4%	3%	-8%	-0.5%	i	-2.8	-2%	7%
Cc1ccsc1/C=N/NS(=O)(=O)c1ccc([N+](=O)[O-])cc1	22%	5%	19%	14%	-0.7%	i	2.4	-3%	-7%
CCCCC(=O)Nc1ccc(S(=O)(=O)Nc2nccc(C)n2)cc1	13%	6%	-4%	20%	0.4%	i	-1.4	-2%	2%
Cc1cccnc1C(c1ccc(F)cc1)N(C)C(=O)C1CCN(CCCOc2ccc(F)cc2)CC1 (stereo not given)	x	8%	4%	x	-0.3%	i	1.9	x	-11%
Clc1nnc2ccc(-c3ccccc3)nn12	-4%	14%	-1%	-11%	2.8%	i	0.8	-1%	16%
O=C(OCCN1C(=O)c2cccc3c(N4CCOCC4)ccc(c23)C1=O)c1ccc(Cl)cc1	6%	25%	135%[activator]	-3%	-0.8%	i	0.3	-2%	-6%
CCOC(=O)C1=C(COC(=O)c2cccnc2Cl)NC(=O)NC1C (stereo not given)	-13%	-1%	5%	2%	-1.1%	i	-2.0	1%	3%
Cc1ccn2c(=O)c(C(=O)NC3CCCCC3C)c(O)nc2c1 (stereo not given)	-35%	-6%	5%	1%	0.5%	i	-0.5	-8%	23%
C/C(=C(\C#N)C(=O)NC1CCCCC1)N(C)C	16%	13%	-3%	-6%	0.1%	i	-5.3	0%	u
Cc1ccc2oc(-c3cccc(NC(=O)C4CCCO4)c3)nc2c1 (stereo not given)	u	6%	-18%	7%	u	i	-0.2	-2%	u
CC1(C)OC(=O)C(=CNNc2c(Cl)cc(Cl)cc2Cl)C(=O)O1	u	1%	8%	-7%	2.8%	i	-7.0	2%	-14%
Cc1nc(SCc2ccc(Br)cc2)[nH]c(=O)c1C	-1%	-4%	-1%	0%	5.6%	i	-4.5	-1%	0%
CCC(NC(=O)CCc1c(C)c2cc3c(-c4ccccc4)coc3cc2oc1=O)C(=O)O (stereo not given)	-9%	3%	u	1%	-0.7%	i	-1.4	-3%	1%
C[C@H](NC(=O)c1nc[nH]c1C(=O)N[C@@H](CCCCN)C(=O)OC(C)(C)C)C(=O)OC(C)(C)C	3%	0%	4%	-4%	-0.8%	i	0.3	1%	-13%
CCOc1ccc(OCc2ccc(C(=O)N/N=C(\C)c3ccccn3)cc2)cc1	u	3%	-9%	u	13%	i	0.5	6%	-23%
Cc1ccc(NC(=O)[C@@H]2CCCN2C(=O)[C@@H]2Cc3ccccc3CN2)c(C)c1	17%	4%	-4%	19%	-0.4%	i	-0.5	0%	-4%
CC(=O)c1c(C)[nH]c(C(=O)Nc2cccc3ccccc23)c1C	-5%	0%	1%	-1%	5.7%	i	1.0	3%	15%
O=[N+]([O-])c1cc(S(=O)(=O)C(F)(F)F)ccc1N1CCN(c2ccccc2)CC1	u	13%	-5%	-6%	0.0%	i	-20	-1%	4%
CN(C)C(=O)CCc1ccc2c3c([nH]c2c1)[C@]1(C)[C@@H](C(=O)N2CCOCC2)C[C@H](CC(=O)NCCN2CCOCC2)C(=O)N1CC3	10%	-2%	-11%	3%	-0.8%	i	0.0	0%	10%
COc1ccc(-n2c(=O)c3c(c4cc(OC)ccc4n3C)n(CC(=O)NCC3CCCO3)c2=O)cc1 (stereo not given)	u	x	x	6%	-0.5%	x	x	x	4%
COc1ccccc1CC(=O)Nc1ccc2nc(N3CCC(C)CC3)cc(C)c2c1	-11%[9.27 µM]	x	x	-12%	-0.1%	x	x	x	-3%
CN1C(=O)/C(=C/c2cc3c(cc2Br)OCO3)NC1=S	u	-9%	3%	-10%	19%	i	0.0	-3%	-25%
S=C1N(c2ccccc2)CN(CCN2CCOCC2)CN1c1ccccc1	10%	-4%	6%	5%	-0.3%	i	1.2	-2%	-12%
CCN(CC)C(=O)Cn1nnc2sc(-c3ccccc3)cc2c1=O	12%	x	x	0%	25%	x	x	x	-10%
COC(=O)c1ccc(NC(=S)NC2CCc3ccccc32)cc1 (stereo not given)	u	-6%	-4%	-3%	0.1%	i	0.5	1%	0%

Gathered by group, the compounds so far containing a thiophene ring, fused or not
SMILES	Nrf2 inh	EPAC2 ag	EPAC2 antag	A549 viability	Nrf2 activator	Akt phos inh	CCT chaperon mod	MmCpn inh	TGFb SMAD3 inh
COC(=O)c1sc2ccccc2c1NC(=O)c1ccc(S(=O)(=O)N2CCCCC2)cc1	6%	4%	3%	-8%	-0.5%	i	-2.8	-2%	7%
Cc1ccsc1/C=N/NS(=O)(=O)c1ccc([N+](=O)[O-])cc1	22%	5%	19%	14%	-0.7%	i	2.4	-3%	-7%
CCN(CC)C(=O)Cn1nnc2sc(-c3ccccc3)cc2c1=O	12%	x	x	0%	25%	x	x	x	-10%
